mcGAS RapidFire: inhibitors of mouse cGAS; Q8C6L5; recombinant mouse cGAS, cGAMP by RapidFire MS; inhibition, % at 12.5 µM; 130,000 tested, 0.18% active;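 active = inhibition of cGAS enzyme activity at or above 60%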;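 also: enzyme stimulated by 45 bp dsDNA with ATP and GTP substrates; cGAMP share of summed cGAMP plus half ATP and half GTP signals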
Target sequence (Q8C6L5 whole entry, looked up): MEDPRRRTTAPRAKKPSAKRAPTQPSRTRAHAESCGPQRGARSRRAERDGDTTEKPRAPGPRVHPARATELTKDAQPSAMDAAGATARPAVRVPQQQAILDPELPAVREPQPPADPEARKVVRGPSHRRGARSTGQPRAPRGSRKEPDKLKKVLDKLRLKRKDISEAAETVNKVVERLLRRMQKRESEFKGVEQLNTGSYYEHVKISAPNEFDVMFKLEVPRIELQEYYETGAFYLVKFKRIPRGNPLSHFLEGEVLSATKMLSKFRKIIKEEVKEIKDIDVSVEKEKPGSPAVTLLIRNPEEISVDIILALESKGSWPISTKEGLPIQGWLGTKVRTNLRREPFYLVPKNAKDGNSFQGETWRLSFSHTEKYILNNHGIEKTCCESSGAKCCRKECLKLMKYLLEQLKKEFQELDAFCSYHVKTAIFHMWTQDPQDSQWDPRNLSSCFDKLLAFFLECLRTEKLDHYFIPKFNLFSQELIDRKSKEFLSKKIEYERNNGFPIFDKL
* marks the source's active call; other numbers are inactive results; & = joins results of further samples.

SMILES	mcGAS RapidFire
Cc1nonc1NC(=O)C(C)CCc1cccc(F)c1 (centres undefined)	-2.1
COc1ccccc1C(=O)Nc1ccc2c(c1)CN(Cc1cnc(C)s1)CC2	-1.9
O=C1c2ccccc2-c2n[nH]c3cccc1c23	-0.4
O=C(NCC1CC1)c1csc(N2CCN(Cc3ccc(Cl)cc3)C2=O)n1	-3.9
O=c1[nH]ncc(N2CCCN(Cc3ccc(Cl)cc3)CC2)c1Cl	-4.9
COCCN(Cc1cccc2ccccc12)C(=O)c1cn(-c2ccccc2)nn1	-52.3
Cc1nc(CN(C)C2CCN(CC(=O)NCc3cccs3)C2)no1 (centres undefined)	-7.6
Cn1c(O)c(C=Nc2ccccc2N)c(=O)n(C)c1=O	-4.9
COC(=O)c1ccc(Cn2cnc3cnccc32)cc1	-6.2
COc1ccc(COC(=N)c2cncc(Cl)n2)cc1	-1.7
Cc1ccccc1C(=O)NNc1nc(-c2ccccc2)c2cc(Br)ccc2n1	-3.4
CC(C(=O)N1CCOCC1)N1CCCC(c2cc3ccccc3[nH]2)C1 (centres undefined)	-12.0
CSc1ccc(NC(=O)c2ccc3c(c2)OCCO3)cc1	-4.4
CCn1nc(C(C)C)cc1C(=O)n1ccccc1=NC(C)C	-0.9
O=C(CSc1cn(CCNC(=O)c2ccc(F)cc2)c2ccccc12)NCc1ccccc1	-11.4
O[C@@]1(Cn2ncc3ccccc32)CCCN2CCCC[C@@H]21	-4.9
O=C(NCc1ccco1)NC1CC(=O)N(Cc2cccc3ccccc23)C1 (centres undefined)	-5.2
NC(=O)C(SC1CCCC1)c1ccc(F)cc1 (centres undefined)	4.3
CCN(C)C(=O)c1cccc(C(=O)Nc2ccc(-c3ncc[nH]3)cc2)c1	-6.8
N#Cc1ccsc1NC(=O)c1cc(Cl)c2c(c1)OCO2	-9.4
Cc1cc(N2C(=O)C(O)=C(C(=O)c3cc4ccccc4o3)C2c2cccs2)no1 (centres undefined)	-0.4
CCCC12CN3CC(C)(CN(C1)C31CCCC1)C2=O	-20.6
CCCn1c(C)c(C)n2c3c(=O)n(CC(=O)c4ccccc4)c(=O)n(C)c3nc12	-6.4
COC(=O)N1CCCC(C(=O)Nc2ccccc2-c2noc(C)n2)C1 (centres undefined)	-2.5
CN1CCC2(CCCN(C(=O)c3cccc(N)c3)C2)C1 (centres undefined)	-5.5
C#CCNS(=O)(=O)c1ccc(C(=O)OC(C)C(=O)Nc2ccccc2C(F)(F)F)cc1 (centres undefined)	-6.7
CC1c2ccsc2CCN1c1c(C#N)c(=O)n(C)c(=O)n1C (centres undefined)	-7.8
Cc1cc(Oc2ccc(Cl)c(C)c2)nc(SCc2cc(F)ccc2F)n1	-3.1
Fc1ccc(F)c(NC(=S)NC2CCCCC2)c1	-1.0
Cc1cn2c(=O)c(C(=O)N(Cc3ccccc3)c3ccccc3)cnc2s1	-5.5
CCCN(Cc1nnc(C2CCC2)o1)C(C)C(=O)Nc1ccccc1 (centres undefined)	-8.6
N#Cc1ncn(CCS(=O)(=O)c2ccc(Cl)cc2)n1	2.8
COc1c(C)cc(S(=O)(=O)NCc2ccc3c(c2)OCO3)cc1C	5.5
Cc1cn2c3c(=O)n(CCN4CCCCC4)c(=O)n(C)c3nc2n1-c1ccccc1Cl	3.4
CC1CCCN1Cc1cccc(C(=O)Nc2nn(C)c3ccccc23)c1 (centres undefined)	-23.0
COCCNC(=O)CCCN(C)S(=O)(=O)c1ccc2c(c1)C(=O)c1ccccc1C2=O	-14.9
N#CC1(C(=O)NCC2(O)CCC3(CC2)OCCO3)CCC1	-4.6
Cc1cc2ccccc2n1CCC(=O)NCCSc1nccn1C	-5.6
CCc1[nH]c2c(CNC(=O)c3ccnc(-n4cnnc4)c3)cc(C)cc2c1C	-7.4
N#CC1C(=N)Oc2n[nH]c(-c3ccncc3)c2C1c1cc2c(cc1Br)OCO2 (centres undefined)	-0.9
COc1ccc(CCn2cnnc2)cc1OC	-5.8
Cc1ccc2c(c1[N+](=O)[O-])C(=O)c1ccccc1C2=O	-4.9
COc1ccc2cc(-c3[nH]ncc3CNCc3ccc(C(F)(F)F)cc3)ccc2c1	7.2
CCc1noc(CN(CC)C(=O)[C@H]2Cc3ccccc3CN2)n1	-14.3
COCCn1cnnc1SCc1ccc(C)cc1	-2.2
O=C(Oc1ccc(S(=O)(=O)O)cc1C(=O)O)c1ccc(=O)oc1	-1.1
O=C(CC(c1ccccc1)c1ccc2c(c1)OCO2)NCCc1cnccn1 (centres undefined)	1.8
Cc1cc(C(=O)NCCCc2cccnc2)c2cccc(C)c2n1	-10.3
COCCc1noc(CN(c2cc(C)ccc2C)C(C)C)n1	-1.8
CN(C)CCn1c(=O)n(C)c(=O)c2[nH]cnc21	-5.2

Next compounds:
SMILES	mcGAS RapidFire
O=c1oc2ccccc2n1CCN1c2cccc3cccc(c23)S1(=O)=O	3.9
Cc1oc2nc(CN3CCC(NC(=O)NC4CCCCC4)CC3)nc(N)c2c1C	-9.3
CC(=O)NC(C)C(=O)Nc1ccc(NS(C)(=O)=O)c(C)c1 (centres undefined)	-7.3
Cn1cnnc1SCc1cc(=O)c(OCc2ccc(F)cc2)co1	-10.5
c1ccc(C2CN(Cc3ccc(C4CCCO4)s3)C2)nc1 (centres undefined)	-0.3
CCc1cc(C(=O)NNC(=S)NCC(C)C)cs1	-2.6
N=c1sc(-c2ccccc2)nn1CCCS(=O)(=O)O	46.5
NC(=O)NC(=O)CCN1CCc2ccc(Br)cc21	8.5
CN1C(=O)C2(c3ccccc31)C(C(=O)Nc1c(F)c(F)c(F)c(F)c1F)CC1CCCN12 (centres undefined)	-3.6
Cc1c(C#N)c(NC(=O)CSc2nnc(C3CC3)n2C)n(C2CCCCC2)c1C	-2.4
COCCn1cc(NC(=O)Nc2ccccc2)c2ccccc21	-7.0
O=C(NC1CC1)c1cc(Br)c[nH]1	0.4
COc1cncc(-c2cccc3ccnn23)c1	-18.3
Cc1cccc(C)c1Cn1c(C)c(C(=O)NCc2ccc([N+](=O)[O-])cc2)sc1=O	-11.5
COCc1nc(CN2CCCC(O)(CO)C2)no1 (centres undefined)	-8.6
CNC(=O)c1cccc(NC2CCCC(C(=O)NC(C)C)C2)n1 (centres undefined)	-4.1
N[C@@H](Cc1cc(I)c(Oc2cc(I)c(O)c(I)c2)c(I)c1)C(=O)O	-0.3&0.3&3.2
Oc1[nH]c2ccc(Br)cc2c1N=Nc1ccc(Cl)c(Cl)c1	-28.2
CC(=O)c1c(C)oc2ccc(N(C(=O)c3ccncc3)S(=O)(=O)c3ccc4ccccc4c3)cc12	-4.1
COc1ccc(NC2CCCN(C(=O)CCc3nc4ccccc4s3)C2)cc1OC (centres undefined)	-6.7
Cc1ncc(CN(C)C(=O)c2ccc(Cl)c(Cl)c2O)s1	-1.9&3.6
N#Cc1ccsc1NC(=O)c1ccccc1OC(F)F	-8.6
Cc1nn(C)c(C)c1NS(=O)(=O)c1ccc(Cl)s1	-3.5
O=C(COC(=O)c1cc2c(s1)CCCC2)c1ccc(Cl)s1	4.1
Fc1cccc(C2=NC3(CCCCC3)NC2=S)c1	-11.9
Cc1cccc(-n2ccnc2CN2CCCC(CO)(Cc3cccc(Cl)c3)C2)c1 (centres undefined)	-2.1
COCc1cc(=O)n2c(nc3ccccc32)[nH]1	-26.0
COc1ccc(OC)c(-c2nc(N)sc2N=Nc2cccnc2)c1	-5.2
Cn1c(=O)n(C)c2cc(CNC(=O)c3n[nH]c4c3CCC4)ccc21	-22.9
CCOC(=O)C1(Cc2cccc(OC)c2)CCCN(C(=O)COc2ccccc2)C1 (centres undefined)	-1.4
Cc1cc(-c2csc3ncnc(N4CCN(C)CC4)c23)cc(C)c1C	-6.7
COC(=O)CC1C(=O)NCCN1C(=O)c1cccc2c1NCCC2 (centres undefined)	-5.3
O=C(CSc1ncnc2sccc12)N1N=C(c2ccco2)CC1c1ccco1 (centres undefined)	-10.7
Cc1cccc(CCCOCCOC(=O)NCC2COc3ccccc3O2)n1 (centres undefined)	-1.2
CC1CCCN(CCNC2CCN(Cc3ccccn3)CC2)C1 (centres undefined)	-8.4
Cc1ccnc(N2CCN(CCC(N)=O)CC2)n1	-7.0
O=C1CSc2nnc(COc3ccc4c(c3)OCO4)n2N1Cc1cc(F)ccc1F	-11.7
CN(C)c1ncc(CN2CCC(CCC(=O)N3CCN(c4ccccc4)CC3)CC2)s1	-1.8
COC(=O)[C@]1(C)C[C@H](C(=O)N(C)CCO)[C@H](c2ccccc2)N1C	1.0
CC(C)Nc1cc(NCc2cccnc2N2CCCN(C)CC2)ncn1	-11.0
CC(C)c1nn(CC(=O)N(C(C)C)C(C)C)c(=O)c2c1cnn2-c1ccccc1	-6.1
c1ccc(-c2cccc(CN3CCCC3c3ccccn3)c2)nc1 (centres undefined)	-0.8
CC(C)c1ccc(CN(c2ccc(C#N)cn2)C2CC2)cc1	0.8
Cc1onc(-c2ccccc2Cl)c1C(=O)N1CCC2(CN(C)C(=O)O2)C1 (centres undefined)	-23.2
CC(C)C(C)N(Cc1cccnc1)Cc1ccco1 (centres undefined)	0.9
Cc1ccc(C)c2c1NC(=O)C2CC(=O)O (centres undefined)	0.6
CSC1=NCCN1C(=O)C1c2ccccc2Oc2ccccc21	0.0
C#CCN(C)C(=O)C(C)N(c1ccccc1)S(C)(=O)=O (centres undefined)	-16.2
CCS(=O)(=O)c1oc(-c2ccc(F)cc2)nc1S(=O)(=O)c1ccc(F)cc1	-0.7
c1ccc2[nH]c(SCc3cn4cccnc4n3)nc2c1	3.4

Six compounds picked at random from those above, as already listed:
SMILES	mcGAS RapidFire
c1ccc2[nH]c(SCc3cn4cccnc4n3)nc2c1	3.4
CC(C)C(C)N(Cc1cccnc1)Cc1ccco1 (centres undefined)	0.9
c1ccc(-c2cccc(CN3CCCC3c3ccccn3)c2)nc1 (centres undefined)	-0.8
C#CCN(C)C(=O)C(C)N(c1ccccc1)S(C)(=O)=O (centres undefined)	-16.2
Cc1onc(-c2ccccc2Cl)c1C(=O)N1CCC2(CN(C)C(=O)O2)C1 (centres undefined)	-23.2
CCS(=O)(=O)c1oc(-c2ccc(F)cc2)nc1S(=O)(=O)c1ccc(F)cc1	-0.7

Additional structures follow:
SMILES	mcGAS RapidFire
O=C(Nc1n[nH]c(-c2ccco2)n1)C1Cc2ccccc2S1 (centres undefined)	3.0
CCCn1c(N2CCN(Cc3ccccc3)CC2)nc2c1c(=O)[nH]c(=O)n2C	0.6
O=C(CNC1CC1)N(Cc1ccc(F)cc1)Cc1ccco1	-4.3
CCN(CC1COc2ccccc2O1)C(=O)C1Cc2ccccc2CN1S(C)(=O)=O (centres undefined)	-1.1
Cc1ccc(Cn2cc(SCCN)c3ccccc32)cc1	-0.3
Cc1c(C(=O)NC(C)(C)c2noc(C(C)(C)C)n2)oc2c1C(=O)CCC2	-17.4
CCOCCn1c(C)cn2c3c(=O)n(C)c(=O)n(C)c3nc12	-9.9
CCOC(=O)C(NC(=O)c1cccc(S(=O)(=O)N(C)OC)c1)c1cccc2ccccc12 (centres undefined)	-3.8
CN(CCOc1ccccc1Cl)C(=O)Nc1ccc2c(c1)OCO2	2.0
CC(=O)N1CCn2c(nnc2C(=O)NCC2CC2)C1	-18.3
CC(=O)c1[nH]c(C)c(C(=O)N2CCCC3(CC2)CN(C)C(=O)O3)c1C (centres undefined)	-11.3
NC(=O)C1CCCN1S(=O)(=O)C1=Cc2ccccc2CC1 (centres undefined)	15.9
C=CCNS(=O)(=O)c1cc(C(=O)Nc2cccc(C)n2)ccc1Cl	-0.7
O=C(c1ccccc1F)N1CCCC(N2CCN(c3ccccc3F)CC2)C1 (centres undefined)	0.9
COCCNC(=O)Cn1c(CO)cnc1SCc1ccc(C(F)(F)F)cc1	-4.2
CCCN(Cc1ccc(OC)cc1)C(=O)c1nn(C)c2ccccc12	-9.0
CS(=O)(=O)N1CCCC1C(=O)N(Cc1cccnc1)c1nc2ccc(F)cc2s1 (centres undefined)	7.6
CCCS(=O)(=O)N1CCN(Cc2ccco2)CC1	-15.6
COC(=O)c1ccc(C(=O)Nc2cc(OC)ccc2OC(C)C)nc1	4.5
C=c1occc1=C1NN=C(SCC(=O)NC(C)CC)O1 (centres undefined)	-10.8
CCOC=CC(O)(CNC(=O)OC(C)(C)C)C(F)(F)F (centres undefined)	-57.6
COc1ccc(-n2nnc3c(=O)n(Cc4ccc(C)cc4)cnc32)cc1	2.2
CC(O)(c1cccnc1)c1nc(-c2cccc(CO)c2)cs1 (centres undefined)	6.8
CC(O)(c1ccc(F)c(F)c1)c1nc(-c2cccc(C(=O)O)c2)cs1 (centres undefined)	8.9
COc1ccc(NC(=O)NCCNc2ccc(Nc3cc(C)ccn3)nn2)cc1OC	-10.5
Cc1cccc(NC(=O)Cn2c3ccccc3c(=O)c3ccccc32)c1	-7.9
CCCc1nccn1CC(=O)Nc1ccc(C(C)C)cc1	-9.5
CCc1nc2sc3c(c2c2nnnn12)CCC3	-3.9
CCN1C(=O)C2C3C=CC(C3=C3C4CC5CC(C4)CC3C5)C2C1=O (centres undefined)	0.7
CCCCCCc1nc(C(N)=O)c2[nH]c(=O)n(-c3ccccc3OCC)c2n1	-6.3
O=C(c1ccsc1)N1CCN(C(=O)c2ccnc(C3CC3)n2)CC1	3.8
Cc1nc(SCC(=O)c2cc3ccccc3oc2=O)c(C#N)c(C)c1Cc1ccccc1	-2.7
O=C(c1cccc(Cn2cccn2)c1)N1CCOC(C(F)(F)F)C1 (centres undefined)	0.5
COCCn1c(O)c(C=NN=C(c2ccccc2)c2ccccc2)c(=O)[nH]c1=S	-5.9
NC(=O)COc1cccc(CNC(=O)/C=C/c2ccc(F)cc2)c1	-4.6
O=C(Nc1ccc(C(=O)N2CCC3CCCCC3C2)cc1)c1ccco1 (centres undefined)	-3.9
Cc1ccc(C)c(CSc2ncc(CO)n2CC(=O)NCc2ccc(F)cc2)c1	-0.2
O=C(Nc1c2c(nn1-c1ccccc1)CS(=O)C2)c1ccc(S(=O)(=O)N2CCCC2)cc1 (centres undefined)	-6.0

4 compounds from above, arranged by heavy-atom count, falling.
SMILES	mcGAS RapidFire
C#CCNS(=O)(=O)c1ccc(C(=O)OC(C)C(=O)Nc2ccccc2C(F)(F)F)cc1 (centres undefined)	-6.7
N[C@@H](Cc1cc(I)c(Oc2cc(I)c(O)c(I)c2)c(I)c1)C(=O)O	-0.3&0.3&3.2
CC1CCCN(CCNC2CCN(Cc3ccccn3)CC2)C1 (centres undefined)	-8.4
O=C(CNC1CC1)N(Cc1ccc(F)cc1)Cc1ccco1	-4.3

A portion of the library (hit frequency here may not be typical).
